TNAP act hi DEA: increases human TNAP activity under high phosphate acceptor concentration | purified TNAP, CDP-star luminescence, 1 M DEA, 30 min; hits give high values; 0 = EDTA background, 1 = DMSO-only activity | AID 1136 | activation factor at 20 µM | 200,000 tested, under 10 active | P05186;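 active means activation factor at least 2 at 20 µM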
Target sequence (P05186 whole entry, looked up): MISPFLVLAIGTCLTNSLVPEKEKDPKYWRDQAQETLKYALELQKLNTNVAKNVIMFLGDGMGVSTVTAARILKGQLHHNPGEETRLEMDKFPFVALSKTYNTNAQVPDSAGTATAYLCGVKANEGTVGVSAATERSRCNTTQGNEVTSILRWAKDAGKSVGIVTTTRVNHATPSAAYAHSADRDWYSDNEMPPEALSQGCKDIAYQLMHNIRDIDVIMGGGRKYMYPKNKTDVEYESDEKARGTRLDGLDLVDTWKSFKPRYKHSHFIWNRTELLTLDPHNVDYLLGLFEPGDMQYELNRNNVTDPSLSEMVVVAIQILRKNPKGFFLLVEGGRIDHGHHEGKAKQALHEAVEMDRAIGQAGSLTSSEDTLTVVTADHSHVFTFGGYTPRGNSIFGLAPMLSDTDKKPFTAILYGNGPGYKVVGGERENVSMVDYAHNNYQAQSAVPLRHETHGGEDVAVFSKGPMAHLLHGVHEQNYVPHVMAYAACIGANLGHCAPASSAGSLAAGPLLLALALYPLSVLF
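Dosing: 20 µM single point. System: human TNAP. Amount: TNAP 1/800 final. Incubation: 30 min, room temperature. Read-out: TNAP activation factor scaled between EDTA and DMSO control wells. Signal: luminescence from CDP-star hydrolysis. Medium: 1 M DEA, pH 9.8, Mg2+, Zn2+. Control set: EDTA negative control, DMSO positive control.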
NF-kB neuron act: NF-kB expression increase, human neuronal cells; NF-kB reporter expression; hits give high values; fold change at 12.5 µM; 190,000 compounds, 1.6% hits; AID 1239; in the data active means fold change above about 3.3
PMI act: phosphomannose isomerase (human) activation. purified human PMI, coupled resazurin fluorescence, 20 min; hits give high values; 1 = vehicle control, 0 substrate-free wells. activation factor at 20 µM. AID 1214. 190,000 compounds, 0.005% hits;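 active means activation factor of 2 or more at 20 µM, relative to plate controls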
Target sequence (P34949 whole entry, looked up): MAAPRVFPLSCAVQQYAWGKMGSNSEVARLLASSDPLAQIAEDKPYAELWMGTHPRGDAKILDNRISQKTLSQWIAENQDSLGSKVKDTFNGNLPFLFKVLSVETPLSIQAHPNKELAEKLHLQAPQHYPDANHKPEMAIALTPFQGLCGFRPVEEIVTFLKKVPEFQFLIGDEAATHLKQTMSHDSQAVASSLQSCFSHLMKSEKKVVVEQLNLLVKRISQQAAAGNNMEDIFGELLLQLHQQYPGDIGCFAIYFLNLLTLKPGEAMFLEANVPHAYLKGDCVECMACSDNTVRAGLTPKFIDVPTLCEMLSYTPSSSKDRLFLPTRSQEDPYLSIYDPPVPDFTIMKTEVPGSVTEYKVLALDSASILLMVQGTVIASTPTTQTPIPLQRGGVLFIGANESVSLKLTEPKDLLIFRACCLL
FLuc act counter: firefly luciferase counter-screen for stimulation assays; activation factor at 10 µM; P08659; AID 1027; ATPlite luciferase biochemical, luminescence, 10 min; 0 = ATP-free wells, 1 = DMSO control; 200,000 tested, under 10 active;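 active means luciferase activation factor, scaled between plate controls, of at least 2 with compound at 10 µM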
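Assay system: Luciferase/luciferin detection reagent, cell-free biochemical luciferase assay / Read-out: luciferase activation / Benchmarks: No-ATP low control, compound-free enzyme-plus-ATP high control / Medium: PBS buffer for ATP / Detection: luminescence measurement of luciferase light output / Schedule: 10 min at ambient temperature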
TNAP inh hi DEA: blocks human TNAP under high phosphate acceptor concentration; purified TNAP, CDP-star luminescence, 1 M DEA; inhibition, % at 20 µM; 200,000 compounds, 0.03% hits;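 active means over 50% inhibition of tissue-nonspecific alkaline phosphatase at 20 µM in the single-dose screen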;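 further: plate controls were DMSO wells for no effect and EDTA-quenched wells as full inhibition for full effect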
TNAP inh noacc: blocks human TNAP activity with no phosphate acceptor present; purified TNAP, CDP-star luminescence, 30 min; AID 1012; 200,000 compounds, 0.26% hits; inhibition, % at 20 µM; P05186;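 active means tissue-nonspecific alkaline phosphatase inhibition above about 50% at 20 µM in the single-dose screen, limit read from the data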;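 further: 0% = DMSO negative control and 100% = EDTA positive control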
APP 5'UTR act: activates APP 5'UTR luciferase reporter | SH-SY5Y APP 5'UTR luciferase reporter, luminescence; zero percent = DMSO vehicle wells | activation, % at 2 µM | 190,000 compounds, 1% hits;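 active means activation above a set limit, based on mean plus 3 SD of controls, cut at about 140% in these data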; further: values of inactives mirror those of a sister screen read the other way
FLuc inh counter: inhibits firefly luciferase, flagging false hits in luciferase inhibition screens; ATPLite firefly luciferase biochemical luminescence, 10 min; inhibition, % at 10 µM; 200,000 compounds, 1.5% hits; AID 1006;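 active means inhibition above about 50% when tested at 10 µM, limit read from the data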
bIAP activator: increases bovine intestinal alkaline phosphatase activity. purified bovine IAP, CDP-star luminescence, 30 min; hits give high values; fold of DMSO-control signal, blank-subtracted. activation factor at 20 µM. 200,000 compounds, 0.17% hits;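 active means activation factor of 2 or more at 20 µM, a signal rise over negative controls twice the positive control's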
PMI act hi M6P: activators of human phosphomannose isomerase at near-saturating mannose 6-phosphate; coupled PMI enzyme assay, resazurin fluorescence, 20 min; hits give high values; 1 = untreated enzyme, 0 = substrate-free blank; activation factor at 20 µM; 190,000 compounds, 0.34% hits;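 active means activation factor of 2 or more at 20 µM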
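Material: human phosphomannose isomerase with PGI, G6PDH, diaphorase coupling enzymes; amount: PMI at 15 ng/mL final; also added: Mannose-6-phosphate 1.0 mM (near-saturating) plus 0.22 mM NADP+; incubation: enzyme reaction with compound 20 min at room temperature; signal: resorufin fluorescence (Ex 544/Em 590 nm) from resazurin via diaphorase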
* hit, by the source's call; / = not tested or not shown.

entry	SMILES	TNAP act hi DEA	NF-kB neuron act	PMI act	FLuc act counter	TNAP inh hi DEA	TNAP inh noacc	APP 5'UTR act	FLuc inh counter	bIAP activator	PMI act hi M6P
1	CCOc1ccc2[nH]c(=O)c(C(c3nnnn3CC3CCCO3)N3CCc4ccccc4C3)cc2c1 (stereo not drawn)	1.1	2.1	1.2	1.2	-9	0	20	-15	1.1	0.9
2	COCCCNC(=O)Cn1nc(-c2ccccc2OC)ccc1=O	1	1.1	1	1.1	-4	-8	-9	-6	1	1
3	CCN(CC)S(=O)(=O)c1ccc2c(c1)nc(SCc1nc3ccsc3c(=O)[nH]1)n2CC	1	0.66	0.9	1	-4	21	-6	-1	1.3	0.9
4	Cc1nnnn1CC(=O)Nc1cccc([N+](=O)[O-])c1	1	1.2	1	1.1	0	2	-2	-6	1	1
5	COCCCNC(=O)c1cc(S(=O)(=O)N2CCOCC2)ccc1SCc1cccc(OC)c1OC	1	0.88	1	1.1	2	10	5	-6	1.2	1.2
6	CC(C)(C)c1ccc(CNc2ccc([N+](=O)[O-])cn2)cc1	1.1	1.6	0.8	0.9	-6	-5	44	7	1	0.8
7	O=S(=O)(/N=C(/Nc1ccc(F)c(F)c1F)c1ccccc1)c1ccccc1	1	1.1	0.9	1	-5	-8	-6	-3	1.1	0.9
8	O=C(CSCc1ccccc1)NNC(=S)Nc1cccc(Cl)c1Cl	1	1.1	1	1.1	1	-61	12	-6	0.8	1
9	COCc1nnc(NC(=O)CSc2ccccc2)s1	1	1	0.8	1	-1	-9	/	-4	1	0.8
10	CC(C)c1ccc2nc3sc(C(=O)N4CCc5ccccc5C4)c(N)c3cc2c1	1	0.97	1	1	0	-7	27	1	0.9	1
11	Cc1c(Br)c([N+](=O)[O-])nn1CC(=O)Nc1sc2c(c1C(=O)OC(C)C)CCCC2	1.1	1.2	1	1.1	-6	-10	6	-6	0.9	1
12	Cc1cc(C)n2nc(CCCCc3nc4nc(C)cc(C)n4n3)nc2n1	1	1.1	/	1.1	-4	-1	-4	-6	1.1	/
13	N#Cc1cc(-c2ccccc2)nc(Oc2ccccc2)n1	1	1.6	0.8	1	-4	-1	-11	-1	1	0.8
14	CCn1c(SCC(=O)Nc2ccc(C(C)=O)cc2)nc2nc3c(cc2c1=O)CCCC3	1	1.1	0.8	1.1	-3	-7	7	-8	1.1	0.8
15	COc1ccc(C(=O)CNc2ccccc2C#N)cc1	1.1	0.95	1	1	-9	-7	20	-3	1	1
16	O=C1[C@@H]2[C@@H]3C[C@@H]([C@H]4ON=C(c5ccc(Cl)cc5)[C@@H]34)[C@@H]2C(=O)N1C1CCCCC1	1	0.96	0.8	1.1	-2	3	-2	-7	0.8	0.9
17	c1ccc(-c2cc3c(-n4cccc4)ncnc3o2)cc1	1	1.2	0.9	1	0	-7	2	2	0.9	0.9
18	CCC(=O)N1CCN(c2ccccc2NC(=O)COc2cccc(C)c2)CC1	1	0.67	0.9	1	-3	-6	1	-2	1	0.9
19	CCCCc1nc(NCc2ccccc2)c(C#N)c2c1COC(C)(C)C2	1	1.1	1	1.1	-5	-5	10	-10	0.9	1
20	COc1cc(NC(=O)CCCc2c[nH]c3ccccc23)cc(OC)c1	1	0.66	0.8	1	-1	-2	4	1	0.9	1
21	Cc1c(Cl)cccc1Nc1ccccc1C(=O)O	1	1.3	1.2	1	-1	-4	11	0	1.1	1
22	Cc1cccc(NC(=O)NNC(=O)COc2ccc(Cl)cc2)c1	1	2	0.9	1	2	-87	-4	4	1.1	0.9
23	O=C(CN1CCN(S(=O)(=O)c2ccc(Br)cc2)CC1)Nc1ccc2c(c1)OCCO2	1	1.1	0.9	1	-3	-15	8	-5	1	1
24	COc1ccc(C(C)=O)cc1COc1ccc([N+](=O)[O-])c(C)c1	1.1	1.3	0.9	1.1	-5	-7	-19	-6	1.1	1
25	O=c1[nH]c(SCc2ccc(F)cc2)nc2c1cnn2-c1ccc(F)cc1	1	/	1.1	1.1	4	5	-1	-5	1	1.1
26	CC(C)(C)C(=O)Nc1cccc(-c2nc3ccccc3c(=O)o2)c1	1	1.5	1.1	0.8	-1	-8	6	20	0.9	1.1
27	Cc1[nH]n(-c2ccc([N+](=O)[O-])cc2)c(=O)c1C=NCC1CCCO1 (stereo not drawn)	1.1	2	0.9	1	-5	-12	7	-2	0.9	0.9
28	COc1cccc(Cn2c(=O)ccc3ccccc32)c1	1	1.1	1.1	0.9	0	-1	23	6	0.8	1.1
29	O=C(CC(C(=O)N1CCc2ccccc21)n1ccnc1)NCC1CCCO1 (stereo not drawn)	1	1	1.1	1	4	-3	10	-4	1	1
30	CCCC(=O)c1c[nH]c(C(=O)NCc2ccco2)c1	1.1	1.2	1	1.1	-9	-16	0	-6	0.9	1
31	CC1CCCC(NC(=O)COC(=O)/C=C/c2ccc3c(c2)OCO3)C1C (stereo not drawn)	1	0.99	0.9	1	-2	-8	3	-2	1	1
32	O=C(NC1CCCc2ccccc21)c1cccc(Br)c1 (stereo not drawn)	1.1	1.1	0.9	1	-5	-8	-16	-4	1.3	0.8
33	CC(C)c1ccc(S(=O)(=O)N2CCN(CCC(=O)Nc3ccc(N(C)C)cc3)CC2)cc1	1	1	0.9	1.1	-4	-10	-5	-6	0.9	0.9
34	CC(=O)NC(C)C(=O)OCC(=O)c1ccc(Cl)s1 (stereo not drawn)	1.1	1.2	1.1	1	-6	-22	2	-3	1	1.1
35	O=C(CSc1nncc2ccccc12)N1CCCCC1	1	1.9	1.1	0.9	-4	-6	22	6	1	1.2
36	COc1ccc(C(=O)O/N=C(/C)c2cccs2)cc1	1.1	1.2	1.1	0	-11	-11	4	96*	0.8	1
37	COc1cc(OC)c(C(=O)Oc2ccc3c(c2)OCO3)cc1OC	1.1	1.5	1.1	1	-6	8	31	-2	1.1	1.2
38	Cc1ccc(CNC(=O)CO/N=C/c2ccc3c(c2)OCO3)cc1	1	1.2	1.1	1	-2	-7	0	0	0.9	1
39	COc1cccc(NC(=S)N2CCN(C/C=C/c3ccccc3)CC2)c1	1	0.99	0.9	1	1	0	10	-5	1.1	0.7
40	O=C(O)CSc1nnc(Nc2ccccc2)n1-c1ccccc1	1	1.2	1.3	1	-3	-2	32	-1	1.1	1.2
41	CC12CCC(=O)N1C(C(=O)OCC(=O)Nc1cccc(S(=O)(=O)N3CCCCCC3)c1)CS2 (stereo not drawn)	1	1.6	0.9	1	-4	-6	-5	1	1	0.9
42	COC(=O)c1[nH]c2ccccc2c1NC(=O)CN1CC(C)OC(C)C1 (stereo not drawn)	1	0.96	1	1	2	-5	16	1	0.9	1.1
43	COc1ccc(NC(=O)Cc2ccc(C)c(C)c2)cc1Cl	1	0.88	1.2	1	4	-4	9	-1	1	1.1
44	O=S(Cc1ccc(Cl)cc1)c1ncc(CO)n1Cc1ccccc1 (stereo not drawn)	1	0.95	1	1.1	-4	-8	-19	-9	1	1
45	Cc1ccccc1NC(=O)CCCSc1nc2ccccc2s1	1	1.2	0.9	1	-3	-19	1	3	1	1

A draw from above in order of heavy-atom count, largest number first.
entry	SMILES	TNAP act hi DEA	NF-kB neuron act	PMI act	FLuc act counter	TNAP inh hi DEA	TNAP inh noacc	APP 5'UTR act	FLuc inh counter	bIAP activator	PMI act hi M6P
8	O=C(CSCc1ccccc1)NNC(=S)Nc1cccc(Cl)c1Cl	1	1.1	1	1.1	1	-61	12	-6	0.8	1
9	COCc1nnc(NC(=O)CSc2ccccc2)s1	1	1	0.8	1	-1	-9	/	-4	1	0.8
34	CC(=O)NC(C)C(=O)OCC(=O)c1ccc(Cl)s1 (stereo not drawn)	1.1	1.2	1.1	1	-6	-22	2	-3	1	1.1

Remaining list, next part:
entry	SMILES	TNAP act hi DEA	NF-kB neuron act	PMI act	FLuc act counter	TNAP inh hi DEA	TNAP inh noacc	APP 5'UTR act	FLuc inh counter	bIAP activator	PMI act hi M6P
46	NC(=O)c1cc(C(=O)c2ccccc2Cl)c[nH]1	1	0.91	1	1	0	-5	8	-1	1.1	1
47	CCCCCC1CC(CC(=O)Nc2ccc([N+](=O)[O-])cc2)C(=O)O1 (stereo not drawn)	1	1.1	1	1	-2	10	10	-2	1	1
48	COc1ccc(C2CC(=O)c3cnc(NC(=O)c4ccccc4OC)nc3C2)c(OC)c1 (stereo not drawn)	1	0.4	1	1.1	-5	-10	-17	-7	1	1
49	CCC1CCCCN1C(=O)CN1C(=O)CSC1=O (stereo not drawn)	1.1	1.4	0.9	1	-7	-10	/	-3	1	0.9
50	O=C(CCSc1ccccc1)NCCN1CCOCC1	1.1	1.1	1.1	1	-8	-4	0	-4	0.9	1.2
51	O=C(C1CCC(=O)N1C1CCCCC1)N1CCN(c2ccc(F)cc2)CC1 (stereo not drawn)	1	1	1	1	-5	-11	8	-3	1	1
52	Nc1c(-c2ccccc2)c(CN2CCOCC2)nn1-c1ccc(C(=O)O)cc1	1	1.5	1.1	1	1	-5	-2	1	1.1	1
53	O=C(Nc1ccc(C(=O)Oc2ccccc2)c(O)c1)c1ccccc1	1.1	1.3	0.9	1	-5	-7	33	-1	0.9	1
54	CCCCCOC(=O)CSc1n[nH]c(=O)[nH]c1=O	1	1.2	0.9	1	-2	-4	-5	-3	0.9	0.9
55	CCOc1ccc(S(=O)(=O)N(CC(=O)O)c2ccccc2)cc1	1.1	1.1	1.1	1	-8	-19	-10	-2	1	1.1
56	COc1cc2c(cc1OC)C(c1ccccc1)N(S(C)(=O)=O)CC2 (stereo not drawn)	1	1.1	0.9	1.1	-1	-3	-4	-6	1	0.9
57	O=C(Nc1ccc2c(c1)OCCO2)C1CCCN(S(=O)(=O)Cc2ccccc2)C1 (stereo not drawn)	0.9	0.8	1	0.9	6	1	-16	10	1	1
58	CCC(C)(C)NC(=O)C(c1ccccn1)N(C(=O)c1csnn1)c1ccc(C)c(C)c1 (stereo not drawn)	1	1.1	1	1	-2	-13	16	-4	0.9	0.9
59	CCOC(=O)c1c[nH]c2c(C)ccc(Cl)c2c1=O	1	1.5	1	1.1	-5	-12	4	-5	0.9	1
60	Oc1cc2c(cc1O)[C@@H](c1ccccc1)CNCC2	0.9	0.87	0.6	1	13	66*	9	4	0.9	0.9
61	COc1ccc(-n2c(=O)/c(=C\c3cccs3)s/c2=C(/C#N)C(=O)NCCN2CCOCC2)cc1	1	1.1	1	1.1	0	7	4	-6	1.1	1
62	O=S(=O)(Nc1cccc(S(=O)(=O)N2CCOCC2)c1)c1ccc(Cl)s1	1	1.1	1	1.1	-3	-3	-3	-8	0.9	1
63	CCn1c(SCC(=O)N(C)C2CCS(=O)(=O)C2)nnc1-c1cccs1 (stereo not drawn)	1	1	1	1	-4	-16	17	1	1.1	1.1
64	Cc1ccc(Cl)cc1N1CCN(C(=O)c2cc3c(=O)n(C)c4ccccc4c3n2C)CC1	1	0.49	0.9	1	0	-4	-17	-4	1	0.9
65	COC(=O)c1sccc1NC(=O)/C=C/c1ccc(Cl)cc1	1	1.9	0.8	0.9	-2	-6	43	15	0.9	1
66	COc1ccc(C(=O)NCc2cn3cccc(C)c3n2)cc1OC	1.1	0.82	1.2	1.1	-9	18	-13	-6	0.9	1.1
